# PPARg SRC-2 ag: PPARgamma-driven SRC-2 recruitment agonism; P37231; PPARgamma LBD-SRC-2 recruitment, biochemical; activation, % at 8 µM; 0.34% of 200,000 active; AID 1032; in the data active = activation above about 22%;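 also: 0% = vehicle and 100% = reference agonist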
# Target sequence (P37231 whole entry, looked up, the tested form may be a part): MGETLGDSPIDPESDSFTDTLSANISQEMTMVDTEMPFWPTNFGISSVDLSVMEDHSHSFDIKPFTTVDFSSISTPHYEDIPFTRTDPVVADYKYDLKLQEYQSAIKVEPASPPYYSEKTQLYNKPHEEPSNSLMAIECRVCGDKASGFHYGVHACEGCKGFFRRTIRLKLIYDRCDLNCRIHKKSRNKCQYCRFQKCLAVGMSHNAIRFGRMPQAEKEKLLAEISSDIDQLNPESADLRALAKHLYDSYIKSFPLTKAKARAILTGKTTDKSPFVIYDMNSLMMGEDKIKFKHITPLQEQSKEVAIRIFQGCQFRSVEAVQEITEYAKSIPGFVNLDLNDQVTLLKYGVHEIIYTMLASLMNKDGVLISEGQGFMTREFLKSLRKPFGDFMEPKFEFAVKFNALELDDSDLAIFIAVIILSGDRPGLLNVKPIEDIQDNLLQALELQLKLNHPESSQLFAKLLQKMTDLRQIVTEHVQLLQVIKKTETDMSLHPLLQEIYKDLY
# bIAP inh: blocks bovine intestinal alkaline phosphatase activity; inhibition, % at 20 µM; purified bovine IAP, CDP-star luminescence, 30 min; 190,000 tested, under 10 active;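 active = over 50% inhibition of intestinal alkaline phosphatase at 20 µM in the single-dose screen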
#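 System: Purified bovine intestinal alkaline phosphatase (IAP) enzyme | Input: IAP diluted 1/65,000,000 in the well | Also added: CDP-star chemiluminescent phosphatase substrate, 30 µM final | Dosing: 20 µM single dose | Times: Enzyme reaction for 30 min at room temperature | Detection: Luminescence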
# PPARg SRC1 recr: PPARgamma-driven SRC-1 recruitment agonism. PPARgamma-SRC-1 coactivator recruitment biochemical assay. activation, % at 8 µM. 0.41% of 200,000 active. AID 631; in the data active = activation above about 19%;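 also: 0% = DMSO and 100% = reference agonist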
# S1P3 antag: antagonists of human S1P3 receptor. 0.27% of 170,000 active. inhibition, % at 4.98 µM. CHO S1P3 NFAT-BLA reporter, FRET fluorescence, antagonist mode. Q99500;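 active = inhibition above the plate cutoff, the mean inhibition of test wells on that plate plus 3 SD, cut at about 28% in these data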;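 also: cells challenged with S1P at its EC80 of 0.8 µM; blue over green emission ratio from cleaved BLA substrate after 4 h stimulation; 0% = S1P-stimulated wells and 100% = unstimulated DMSO-only wells; some compounds past the cut are filed as inactive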
# Target sequence (Q99500 whole entry, looked up): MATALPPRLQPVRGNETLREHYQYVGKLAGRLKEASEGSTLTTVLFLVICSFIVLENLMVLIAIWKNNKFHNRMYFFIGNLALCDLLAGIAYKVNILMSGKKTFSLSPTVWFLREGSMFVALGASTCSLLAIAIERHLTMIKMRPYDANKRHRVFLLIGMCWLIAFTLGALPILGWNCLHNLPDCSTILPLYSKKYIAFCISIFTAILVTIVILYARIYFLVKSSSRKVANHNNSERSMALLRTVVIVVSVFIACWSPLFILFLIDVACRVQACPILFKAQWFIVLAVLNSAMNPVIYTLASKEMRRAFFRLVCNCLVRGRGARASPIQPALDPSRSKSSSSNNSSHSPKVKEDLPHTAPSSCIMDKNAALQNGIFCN
# SRC2 TRFRET art: TR-FRET artefact, counter-screen to PPARgamma/SRC-2 agonist assay | active compounds read high | TR-FRET ratio at 8 µM | 0.4% of 200,000 active | AID 1049; in the data active = TR-FRET ratio above about 2000; also: inactives centre near 1500; reference of the scale not given here
# L major viab: reduces viability of Leishmania major promastigotes. inhibition, % at 10 µM. resazurin fluorescence viability. 9% of 200,000 active; in the data active = inhibition above about 50%;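 also: promastigotes grown with compound for 44 hours at 28 °C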
# RAM inhibit: blocks the yeast RAM network; 1.8% of 190,000 active; inhibition, % at 50 µM; S. cerevisiae dse1pr::URA3 reporter, 5-FOA growth OD615, 2 d; analog-sensitive cbk1-as2 kinase mutant strain;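 active = inhibition above a set limit, 3 SD over mean compound inhibition, cut at about 8.4% in these data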;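 also: 0% = DMSO-only wells with no growth and 100% = 10 µM 1-NA-PP1 full growth; inhibition rescues growth on 5-FOA so higher OD means more RAM inhibition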
# HMGR II inh: inhibitors of class II HMG-CoA reductase from Enterococcus faecalis; purified E. faecalis HMGR, NADPH absorbance 340 nm kinetic; inhibition, % at 10 µM; 0.41% of 190,000 active; AID 1066;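 active = inhibition above a set limit, the median over all tested compounds plus 3 SD, cut at about 9.5% in these data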;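 also: enzyme runs in reverse so mevalonate oxidation gives rising NADPH absorbance; 0% = complete reaction with DMSO and 100% = background rate lacking mevalonate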
# DTT redox prof: compounds producing H2O2 with reducing agent – biochemical, NIH compound library profiling, artefact control for MLSCN library redox annotation, primary screen; DTT-dependent redox cycling H2O2, phenol red/HRP absorbance; 100% = 100 µM peroxide control, 0% = buffer; 0.03% of 200,000 active; activation, % at 10 µM;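 active = activation of at least 50% relative to the plate's high and low controls in the primary single-dose screen; inactive = activation below 50%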;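 also: compound incubated with DTT at 0.8 mM final as the reducing agent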
# ROMK mod: modulators of human ROMK potassium channel | P48048 | Tet-inducible ROMK, thallium flux fluorescence; actives lie on both sides | B-score at 10 µM | 2% of 130,000 active | AID 1918;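 active = signal ratio slope over the read window, or its plate-corrected B-score, at least 3 SD from the plate mean, either direction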;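 also: B-score of the F/F0 ratio slope over 7 to 12 s after thallium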
# PPARg SRC-3 ag: agonists of human PPARgamma SRC-3 coactivator recruitment; P37231; biochemical PPARgamma/SRC-3 coactivator recruitment assay; activation, % at 8 µM; 0.26% of 200,000 active; AID 731; in the data active = activation above about 23%;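 also: 0% = DMSO and 100% = reference agonist; some compounds past the cut are filed as inactive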
# Active calls of the source: *; . = no result given. Random draw from the library; overall some 13% were active at least once.
SMILES,PPARg SRC-2 ag,bIAP inh,PPARg SRC1 recr,S1P3 antag,SRC2 TRFRET art,L major viab,RAM inhibit,HMGR II inh,DTT redox prof,ROMK mod,PPARg SRC-3 ag
Cc1cccc(C(=O)NC(=S)NNC(=O)Cc2ccccc2)c1,5,-33,-5,-2,1608,2,-0.4,-2,0.0,-0.012,7
CCn1cnc2sc(C(=O)Oc3ccc(Br)cc3)c(C)c2c1=O,-3,13,-4,-11,1414,14,3.5,-3,-1.2,.,2
CC1CCCC(NC(=O)COC(=O)/C=C/c2ccc3c(c2)OCO3)C1C (centres undefined),-5,1,0,-4,1372,-3,4.3,-5,0.2,-0.67,-4
O=C(N/N=C1\CCCc2ccccc21)c1ccccc1[N+](=O)[O-],3,4,2,.,1408,100*,0.9,-3,3.5,.,-4
CCSc1n[nH]c(=S)s1,11,3,1,-7,1697,0,-1.4,-5,0.3,.,7
CC1=CC(C)(C)Nc2ccc(OC(=O)C(Cc3ccccc3)N3C(=O)c4ccccc4C3=O)cc21 (centres undefined),7,4,5,.,1455,99*,4.6,-5,0.3,0.25,7
O=C(NCc1ccco1)/C(=C/c1cccc(C(F)(F)F)c1)c1nc2ccccc2[nH]1,10,11,5,11,1582,80*,0.8,0,0.1,0.24,16
NC(=O)CN1C(=O)C2C3c4ccccc4C(c4ccccc43)C2C1=O (centres undefined),4,6,3,.,1589,0,2.5,2,0.2,.,-3
O=C(CSc1nc2[nH]ncc2c(=O)[nH]1)NCCc1ccccc1,-4,5,-3,-5,1536,-6,0.9,-1,-0.4,-0.073,-2
CCn1c(SCC(=O)c2ccc(C)cc2)nnc1-c1ccoc1C,-5,2,-1,-2,1382,10,-1.4,-6,2.9,.,0
N#Cc1cccc(N=Cc2c(O)ccc3ccccc23)c1,-10,0,-4,-6,1425,0,-0.9,-2,-0.1,0.51,-3
O=C1CC(c2ccccc2)CC(O)=C1C=Nc1ccccc1O (centres undefined),4,-24,2,9,1676,49,6.0,4,0.3,0.01,0
CC1C2NC(=O)N(Cc3ccccc3)C1(C)Oc1ccccc12 (centres undefined),0,5,4,-35,1748,13,1.4,3,-1.3,-0.1,1
CCOC(=O)c1cc2c(=O)n3ccccc3nc2n(Cc2ccco2)c1=NC(=O)c1ccc(OC)cc1OC,2,-21,4,12,1718,42,0.9,-3,0.5,-0.37,4
CC(OC(=O)c1snc(C(=O)NC2CCCCC2)c1N)C(=O)NC(C)(C)C (centres undefined),0,14,-4,.,1449,-4,3.2,6,0.0,-2.1,0
CN(C(=O)CSc1nnc(-c2ccc(Cl)cc2)n1CC1CCCO1)C1CCS(=O)(=O)C1 (centres undefined),-11,-2,0,-7,1584,-4,1.2,-2,-2.0,-0.9,-3
COc1cc(OC)c(CNC2CCCCCC2)cc1Br,1,-10,-8,-15,1546,47,-0.6,-3,-0.1,-1.6,-6
CCOC(=O)c1cccc(NC(=O)CNS(=O)(=O)c2cccs2)c1,5,.,-5,.,1546,3,0.3,7,4.2,.,-1
CC1CCCN(CCC(=O)Nc2ccc(Br)cc2)C1 (centres undefined),10,7,2,.,1486,53*,1.4,-2,-0.6,.,10
CC1(C)C(=O)Nc2ccccc2N1C(=O)CN1C(=O)NC(CCc2ccccc2)C1=O (centres undefined),5,-10,12,2,1570,-5,1.8,-3,-0.3,-0.35,7
FC(F)(F)c1ccc(/C=N/N2CCN(Cc3ccccc3)CC2)cc1,1,9,0,2,1687,54*,2.6,-1,0.0,0.062,0
O=C1CC(NCC2CCCO2)C(=O)N1c1ccc(F)cc1 (centres undefined),-3,2,-2,2,1637,-11,-0.5,-1,-0.1,0.0029,2
CC(CCCCC(=O)Nc1ccc(C(F)(F)F)cc1)NCCc1cnc[nH]1 (centres undefined),-8,-66,0,5,1409,.,.,5,.,.,-2
O=S(=O)(c1ccccc1)c1nc(NC2CC2)sc1Cl,10,-4,5,10,1748,-5,0.9,-5,-0.2,-0.11,7
CN(CC(=O)NCCc1ccc(F)cc1)Cc1cccs1,12,5,-1,-5,1577,-8,2.4,0,-0.2,-1.1,4
CCN(CC)c1ccc(C2C(C(=O)OC)=C(C)NC(C)=C2C(=O)OC)cc1,4,-12,-1,33,1487,-4,0.5,1,-1.1,.,6
CCOC(=O)/C=C1\Nc2ccccc2OC1=O,13,10,13,-5,1795,64*,0.7,-4,0.1,.,-4
CCOP(=O)(c1ccccc1)c1nc(-c2ccccc2C)oc1N1CCCCC1 (centres undefined),3,-18,3,.,1392,50*,0.9,-6,-0.2,-1.7,-5
Cc1ccc(C)c(N(C)S(=O)(=O)c2cccc3nsnc23)c1,9,26,10,.,1642,-2,-0.5,3,-2.4,.,6
O=C(Nc1cccc(Cl)c1)N(CCCN1CCOCC1)Cc1ccccc1F,2,-2,4,-3,1590,27,2.1,1,-0.3,-3,-3
O=C(NCc1ccc(F)cc1)c1ccc(Br)o1,4,7,5,17,1632,-2,1.1,2,-1.3,0.027,1
CCN(CC)C(=O)Cn1cc(C(=O)C2CC2)c2ccccc21,5,5,0,-12,1453,0,1.2,4,-0.4,-0.34,2
CN(CC(=O)NCc1ccco1)S(=O)(=O)c1cccc2cccnc12,2,7,1,-6,1683,-6,-0.1,5,-1.4,.,-1
COc1cccc2c1C(=O)C=C(C)C2=O,14,-15,10,-10,1665,99*,1.8,-5,0.2,-1.9,3
Cc1noc(C)c1COC(=O)c1cnc(Cl)c(Cl)c1,2,-29,-3,-4,1483,7,1.6,1,-0.2,-0.76,-6
CCC(C)NC(=O)CSc1nnc(-c2ccc(C(C)(C)C)cc2)n1C (centres undefined),3,-1,0,-13,1569,-5,0.7,2,0.5,.,-3
Cn1c(=O)oc2cc(S(=O)(=O)NCCC(=O)N3CCc4ccccc43)ccc21,0,-3,4,-2,1685,-4,2.8,0,-1.3,.,-10
O=C(Nc1ccc(C(F)(F)F)cc1)c1cnc(N2CCN(c3ccccn3)CC2)c2ccccc12,-1,7,5,11,1460,-1,2.7,-3,4.9,-0.097,1
Cc1cc(NC(=O)CN2CCC(O)(c3cccc(F)c3)CC2)no1,-7,2,-2,-18,1326,39,2.1,1,2.6,.,13
COc1ccc(-n2nc3ccccc3n2)cc1,12,14,4,35,1663,1,1.6,1,-0.5,0.61,9
CNc1c(C(=O)O)ccc2c1C(=O)c1ccccc1C2=O,1,-4,10,-3,1679,-1,1.4,1,2.5,.,6
Cc1ccc2nc(SCC(=O)Nc3cccc(S(=O)(=O)N(C)C)c3)[nH]c2c1,-2,11,-2,-34,1473,16,0.9,3,0.3,-0.16,2
CCCOC(=O)CCNc1n[nH]c(=O)[nH]c1=O,-3,-6,-4,-14,1538,-2,1.5,-2,-0.7,.,-3
COc1ccc(-c2nnc(CSc3nnc(-c4ccncc4)n3C3CCCCC3)o2)cc1OC,5,2,-5,16,1494,2,-0.3,-4,-0.2,0.19,7
CC(=O)Nc1ccc(S(=O)(=O)NCCc2csc(C)n2)cc1,-3,6,-2,-14,1578,-4,3.4,-6,0.2,.,0
C=CCSc1nnc2c(n1)[nH]c1c(C)cccc12,4,-5,2,-9,1766,61*,3.2,-3,-0.6,.,0
O=C(CCCn1c(SCC(=O)NCCc2ccccc2)nc2ccccc2c1=O)NCC1CCCO1 (centres undefined),2,12,2,-15,1461,0,1.8,2,-0.6,-0.66,1
Cc1ccccc1Nc1nnc(C)c(=O)[nH]1,-1,6,1,-13,1667,-6,2.3,-4,-2.4,.,10
Cc1cc(C)nc(N(C#N)Cc2cccc3ccccc23)n1,1,0,3,.,1495,6,4.7,1,0.0,-0.36,9
O=C(CNS(=O)(=O)c1ccccc1)NCC(=O)OCc1ccc(Br)cc1,5,2,6,-4,1814,-6,1.0,-5,-1.1,0.32,-2

# Quoted from the listing.
# Entry of CC(=O)Nc1ccc(S(=O)(=O)NCCc2csc(C)n2)cc1 in HMGR II inh: -6
# Entry of Cc1ccccc1Nc1nnc(C)c(=O)[nH]1 in PPARg SRC1 recr: 1

# Shown with values under each structure: entries from further up
# Under each structure: PPARg SRC-2 ag | bIAP inh | PPARg SRC1 recr | S1P3 antag | SRC2 TRFRET art | L major viab | RAM inhibit | HMGR II inh | DTT redox prof | ROMK mod | PPARg SRC-3 ag
Cc1ccc2nc(SCC(=O)Nc3cccc(S(=O)(=O)N(C)C)c3)[nH]c2c1
    -2 | 11 | -2 | -34 | 1473 | 16 | 0.9 | 3 | 0.3 | -0.16 | 2
CNc1c(C(=O)O)ccc2c1C(=O)c1ccccc1C2=O
    1 | -4 | 10 | -3 | 1679 | -1 | 1.4 | 1 | 2.5 | . | 6

# New compounds follow
SMILES,PPARg SRC-2 ag,bIAP inh,PPARg SRC1 recr,S1P3 antag,SRC2 TRFRET art,L major viab,RAM inhibit,HMGR II inh,DTT redox prof,ROMK mod,PPARg SRC-3 ag
COc1ccccc1-n1c(SCC(=O)N2CCc3ccccc32)nc2c(c1=O)SCC2,3,-17,8,.,1621,12,2.6,-7,0.0,.,3
CC(=O)C1=C(C)NC(C)=C(C(C)=O)C1c1cn(-c2ccccc2)nc1-c1cccs1,-4,6,2,.,1551,80*,1.6,1,1.1,-1.1,-11
Cc1cc(S(=O)(=O)N2CCCC2C(=O)N2CCOCC2)c(C)cc1Cl (centres undefined),6,4,-1,.,1384,-4,-0.8,0,0.5,-0.22,0
COc1ccc(OCC(=O)Nc2cccc3cccnc23)cc1,11,-21,2,.,1763,-3,1.9,1,-1.1,-1.8,8
Cc1ccnn1C(C)C(=O)O (centres undefined),-8,10,-4,-12,1352,-13,1.4,-4,-2.0,0.4,-1
O=C(/C=C/c1cccc([N+](=O)[O-])c1)Nc1ccc(NC(=O)c2cccs2)cc1,6,-3,4,-12,1671,-2,1.0,-1,1.1,.,-3
Cc1nn(CCC(=O)NNC(=S)Nc2ccccc2)c(C)c1Br,6,9,3,4,1592,-4,0.6,1,-0.4,.,7
Cc1ccc(Nc2nc(Nc3ccc(C)cc3)nc(SC3=NCCS3)n2)cc1,6,.,4,.,1542,26,4.5,1,0.2,-0.11,1
O=C(c1cc2ccccc2oc1=O)N(Cc1ccccc1)C1CCS(=O)(=O)C1 (centres undefined),1,-3,8,.,1540,-1,2.1,6,1.2,.,11
O=c1[nH]c(CN2CCN(c3ccccc3O)CC2)nc2ccccc12,4,0,-3,.,1728,-4,-0.9,1,-3.9,.,-5
CCOC(=O)c1ccc(NC(=O)COc2ccc(S(=O)(=O)NC(C)CC)cc2)cc1 (centres undefined),4,-2,3,.,1572,-2,4.2,-1,2.1,.,13
O=C(Cn1nnc(-c2ccccc2F)n1)Nc1ccc(C(=O)N2CCOCC2)cc1,10,-3,2,-10,1558,-6,1.2,-2,0.5,.,-4
Cc1ccc(-c2nn(-c3ccccc3)cc2/C=N/NC(=O)CSc2nnc(C)n2-c2ccccc2)cc1,11,-7,5,.,1507,29,6.0,-2,-6.8,0.42,4
COc1ccccc1NC(=S)NNC(=O)c1nn(C)c(C)c1Cl,4,-57,4,.,1511,-10,1.6,-1,-16,.,3
CCOC(=O)C1CCCN(C(=O)/C=C/c2ccc([N+](=O)[O-])cc2)C1 (centres undefined),-3,2,3,-11,1371,3,0.5,-4,0.4,.,-1
COc1ccccc1C(=O)NC(=S)Nc1cc(C(=O)O)ccc1C,4,-21,5,-27,1575,-7,2.4,-1,0.5,.,2
